# Assay outcomes from PubChem BioAssay.
# OX1R FRET antag = antagonists of human orexin 1 receptor (OX1R). AID 485270, 2010. hit rate 1.8% among 330,000. Orexin/Hypocretin receptor type 1 (Homo sapiens), O43613. inhibition, % at 6.6 µM. OX1R-expressing cells, FRET antagonist read-out; in the data active means inhibition mostly above about 38%, no sharp cut-off; inactive means mostly below about 40%;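 further: 0% = agonist challenge alone and 100% = reference antagonist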
# Target sequence (O43613 whole entry, looked up): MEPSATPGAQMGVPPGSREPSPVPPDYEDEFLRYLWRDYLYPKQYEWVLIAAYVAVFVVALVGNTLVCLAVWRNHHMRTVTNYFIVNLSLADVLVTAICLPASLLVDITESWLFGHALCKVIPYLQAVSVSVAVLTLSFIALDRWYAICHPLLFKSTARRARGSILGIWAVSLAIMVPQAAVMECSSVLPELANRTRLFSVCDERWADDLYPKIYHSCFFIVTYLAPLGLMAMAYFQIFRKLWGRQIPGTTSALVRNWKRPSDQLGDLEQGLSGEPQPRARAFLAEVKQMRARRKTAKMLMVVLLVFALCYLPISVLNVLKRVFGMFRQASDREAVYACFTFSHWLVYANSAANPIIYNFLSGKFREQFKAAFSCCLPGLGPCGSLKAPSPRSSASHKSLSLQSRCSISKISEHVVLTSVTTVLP
# STK33 inh = inhibitors of purified STK33 kinase, primary screen, biochemical, ADP-Glo luminescence, homogeneous, cell-free; Serine/threonine-protein kinase 33 (Homo sapiens), Q9BYT3; MBP phosphorylation; inhibition, % at 10 µM; hit rate 0.073% among 320,000; AID 2661, 2010;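 active means inhibition at or above 25%, using the most active replicate where run in duplicate; inactive means inhibition below 25%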
# Target sequence (Q9BYT3 whole entry, looked up): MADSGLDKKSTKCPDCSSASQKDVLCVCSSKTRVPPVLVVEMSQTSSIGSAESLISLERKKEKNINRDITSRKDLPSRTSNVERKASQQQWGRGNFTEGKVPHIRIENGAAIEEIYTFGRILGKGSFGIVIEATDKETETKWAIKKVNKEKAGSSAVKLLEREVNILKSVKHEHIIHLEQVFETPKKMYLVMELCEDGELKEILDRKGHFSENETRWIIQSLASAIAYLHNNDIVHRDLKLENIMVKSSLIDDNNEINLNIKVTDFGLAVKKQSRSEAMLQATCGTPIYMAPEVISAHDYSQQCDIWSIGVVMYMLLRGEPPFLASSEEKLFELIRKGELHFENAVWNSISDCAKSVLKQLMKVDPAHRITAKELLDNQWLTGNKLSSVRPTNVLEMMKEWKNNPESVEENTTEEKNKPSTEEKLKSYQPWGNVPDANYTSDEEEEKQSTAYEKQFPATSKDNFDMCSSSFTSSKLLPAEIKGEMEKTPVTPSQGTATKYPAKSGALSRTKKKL
# * = called active by the depositor; nt = not tested or not shown.
OX1R FRET antag	STK33 inh	mol
5	-3.8	O=C(C1=C(O)C(=O)N(CCOCCO)C1c1ccccn1)c1cccs1 (stereo unspecified)
1	-0.2	CCCCOC(=O)C(C#N)c1nc2ccccc2nc1N1CCOCC1 (stereo unspecified)
7	-0.4	O=C1OCC(c2ccccc2)=C1c1ccccc1[N+](=O)[O-]
25	-0.8	COc1ccccc1OCCC(=O)OCC(=O)Nc1cc(S(=O)(=O)N(C)C)ccc1Cl
12	-0.8	CC(C)c1ccc(N(CC(=O)NCC2CCCO2)C(=O)Cn2nnc(-c3cccs3)n2)cc1 (stereo unspecified)
50	-0.1	O=C(CCc1nc2ccccc2c(=O)[nH]1)Nc1nc(-c2cccs2)cs1
8	-0.2	Cn1c(-c2ccc3c(c2)OCO3)c(C(=O)O)c(=O)c2ccccc21
40	-0.3	S=c1nc2c(n[nH]1)c1ccccc1n2CCc1ccccc1
11	-1.7	Cc1cc2ccccc2nc1SCC(=O)NC1CCCCC1
0	-2.1	COc1cc(S(=O)(=O)Nc2cccc(C)c2)ccc1NC(=O)c1cccnc1
7	-0.8	O=C(Cc1ccc(Cl)cc1)NCCS(=O)c1ccc(Cl)cc1 (stereo unspecified)
9	0.1	Cc1cccc(OCc2nc3ccccc3c(=O)n2N)c1
2	-1.4	COCCNC(=O)CCSCc1ccccc1F
9	-0.7	Cc1ccc2nc(C)cc(C(=O)Nc3nccs3)c2c1
6	-0.3	CCOC(=O)N1CCN(C(=O)Cn2nc(C)n3nc(-c4ccc(OC)cc4)cc3c2=O)CC1
6	0.9	CCN(CC)C(=O)C1CCC(CNS(=O)(=O)c2cccc3cccnc23)CC1 (stereo unspecified)
22	0.1	C=CCn1c(N)cc(=O)nc1SCC(=O)NC(C)c1ccccc1 (stereo unspecified)
29	-1.5	O=C(COc1ccccc1Cl)Nc1ccc2c(c1)C(=O)NC2=O
13	-1.2	CCOC(=O)/C=C/CN(C(=O)OC(C)(C)C)S(=O)(=O)N1CC=CC1
0	0.6	Cc1ccc(N=Nc2cc(C)ccc2N)cc1
0	-1.8	CC1=CC(C)(C)NC(=S)N1C(C)c1ccccc1 (stereo unspecified)
17	0.8	CCN(CC)S(=O)(=O)c1ccc(N2CCN(C)CC2)c(NC(=O)Nc2ccccc2F)c1
-1	-1.1	CCOC(=O)N1CCN(CC(O)c2c[nH]c3ccccc23)CC1 (stereo unspecified)
-3	1.0	O=C(Nc1ccc(F)cc1)c1cccc(N2C(=O)C3C4CCC(C4)C3C2=O)c1 (stereo unspecified)
6	-2.6	CCOc1ccc(C(=O)n2cc(C(=O)OC)c3ccccc32)cc1OCC
90*	1.7	C/C(=N/NC(=O)CNC(=O)c1cccnc1)c1ccc([N+](=O)[O-])cc1
34	1.0	COCCNC(=O)C1CC(c2cccc([N+](=O)[O-])c2)=NO1 (stereo unspecified)
10	0.4	COc1ccc(N(C)C(=O)Cc2c(C(=O)O)[nH]c3ccccc23)c(OC)c1
15	0.1	Fc1cccc(F)c1/C=C/c1ccc2ccccc2n1
18	-1.3	Cc1ccc(-c2nnc(-c3ccccc3)o2)cc1
13	-1.5	CCc1ccccc1NC(=S)N(CCN1CCCCC1)Cc1ccco1
3	0.6	CCN1C(=O)Cc2cc(S(=O)(=O)NCCc3ccccc3)ccc21
8	0.2	Cc1ccc(N2CC(C(=O)Nc3cccnc3)CC2=O)cc1C (stereo unspecified)
15	-0.8	CCN(CC)CCNC(=O)CS(=O)Cc1nc(-c2ccc(C)cc2)oc1C (stereo unspecified)
4	-2.6	Cc1c(O)c(S(=O)(=O)c2ccccc2)c(=O)n(-c2ccccc2)c1-c1ccccc1
15	0.3	COc1c(OC2OC(C(=O)O)C(O)C(O)C2O)cc(O)c2c(=O)cc(-c3ccccc3)oc12 (stereo unspecified)
17	0.5	COc1ccc(Cc2nnc(NC(=O)CS(=O)(=O)Cc3ccccc3)s2)cc1
11	-0.5	CCOC(=O)C(NC(=O)c1cccc(Cl)c1)(Nc1sc2c(c1C(N)=O)CCC2)C(F)(F)F (stereo unspecified)
9	-0.8	CCOC(=O)c1sc(=S)n(-c2ccccc2)c1N
10	-0.5	CCOC(=O)/C=C1/N(C)c2ccccc2C1(C)C
9	-1.9	COC(=O)CN(C#N)c1nc(NC(C)C)nc(OC)n1
13	2.4	O=C(N/N=C/c1c[nH]c2ccccc12)c1ccc2c(c1)OCCO2
6	0.3	Cc1cc(C(=O)NC2CC(C)(C)Cc3c2cnn3-c2ccc(F)cc2)no1 (stereo unspecified)
19	-2.2	CCCc1nc2ccccc2n1CCOc1ccccc1
-1	0.3	COCCNC(=O)c1cn(C)c2ccc(S(=O)(=O)N3CCCCC3)cc2c1=O
7	0.2	Cc1ccc(CSc2nnc(C(F)(F)F)n2Cc2ccc(F)cc2)cc1
9	-0.3	CCOc1ccc2nc(-c3ccccc3)nc(SCC(=O)Nc3ncc(C)s3)c2c1
-5	-1.1	Cc1cc(C)n2nc(SCc3ccc(F)cc3Cl)nc2n1
13	1.3	COc1ccc(C(=O)NCc2cn3ccccc3n2)cc1
32	1.1	COc1ccc2nc(NC(=O)c3cc(C)oc3C)sc2c1

# An excerpt from above in order of their number in OX1R FRET antag, lowest first.
canonical_smiles	OX1R FRET antag	STK33 inh
Cc1ccc(CSc2nnc(C(F)(F)F)n2Cc2ccc(F)cc2)cc1	7	0.2
CCOC(=O)/C=C1/N(C)c2ccccc2C1(C)C	10	-0.5
Fc1cccc(F)c1/C=C/c1ccc2ccccc2n1	15	0.1

# No new results follow: entries from further up.
OX1R FRET antag	STK33 inh	mol
9	-0.3	CCOc1ccc2nc(-c3ccccc3)nc(SCC(=O)Nc3ncc(C)s3)c2c1
-5	-1.1	Cc1cc(C)n2nc(SCc3ccc(F)cc3Cl)nc2n1
13	1.3	COc1ccc(C(=O)NCc2cn3ccccc3n2)cc1
32	1.1	COc1ccc2nc(NC(=O)c3cc(C)oc3C)sc2c1

# Further structures follow.
OX1R FRET antag	STK33 inh	mol
20	2.0	CC(=O)Nc1ccc(CN2CCN(Cc3ccc(F)c(F)c3)C(CCO)C2)cc1 (stereo unspecified)
29	-1.8	Cn1c(=O)c2c(nc(N3CCc4ccccc4C3)n2Cc2ccccc2F)n(C)c1=O
2	0.1	Cc1ccc(S(=O)(=O)N2CCCC2)cc1C(=O)NCc1ccccc1CN1CCCC1
23	-0.8	CC(=O)Oc1ccccc1C(=O)NC(C)CCc1ccccc1 (stereo unspecified)
13	1.8	COc1cc(S(=O)(=O)n2c(C)nc3ccccc32)ccc1F
17	-1.1	COc1ccc(Cc2nnc(NC(=O)c3cccc([N+](=O)[O-])c3)s2)cc1
12	-2.0	C/C(CCc1ccc2c(c1)OCO2)=N\NC(=O)c1ccccc1Br
9	0.1	O=C(NCCOc1nc(N2CCOCC2)nc(N2CCOCC2)n1)Nc1ccc(Cl)cc1
19	0.1	CC(C)c1ccc(NC(=O)C(c2ccccc2)N2CCC3(CC2)OCCO3)cc1 (stereo unspecified)
6	-3.7	Cc1ccc(S(=O)(=O)N2CCN=C2SCc2cccnc2)cc1
4	-1.0	CCCCn1c(N)c(N(CCOC)C(=O)c2ccc(S(=O)(=O)N(CC)c3ccccc3)cc2)c(=O)[nH]c1=O
3	0.2	CC1CC(C)CN(CC(=O)Nc2cc(S(=O)(=O)N3CCOCC3)ccc2N2CCCC2)C1 (stereo unspecified)
25	-1.0	CSCC(C)N1CCC(n2nccc2NC(=O)CCOc2ccccc2)CC1 (stereo unspecified)
20	-1.7	Cc1cccc(/C=N/NC(=O)CNc2cccc3ccccc23)n1
26	6.7	CCOC(=O)c1c(S(=O)(=O)NCC(C)c2ccccc2)c(C)n(C)c1C (stereo unspecified)
25	-1.4	CCCCn1c(N)c(N(CC)C(=O)CCNC(=O)NC23CC4CC(CC(C4)C2)C3)c(=O)[nH]c1=O
5	-1.3	Nc1cc(=O)[nH]c(SCC(=O)NC2CCCCCCC2)n1
56	-2.9	CCN(c1ccccc1)S(=O)(=O)c1ccc(Oc2ccc(-n3ccnc3)cc2)nc1
5	-0.8	COC(=O)c1cc(=O)n(CCc2ccccc2F)c(=Nc2ccc(F)c(Cl)c2)s1
7	-3.7	CCOC(=O)N1CCN(S(=O)(=O)N2CCCC(C(=O)NCc3ccc(OC)cc3OC)C2)CC1 (stereo unspecified)
15	-0.9	Nc1c(C(=O)Nc2ccc3c(c2)OCCO3)nnn1Cc1cccc(F)c1
7	0.9	CCCc1nc(NCCO)c(C#N)c2c1CCCC2
19	-1.3	CCCn1nnc(NC(=O)c2ccc(F)cc2)n1
20	0.4	O=C(COC(=O)/C=C/c1ccc(F)cc1)Nc1cc(C(F)(F)F)ccc1N1CCOCC1
3	-2.3	Cc1ccc(S(=O)(=O)CCC(=O)Nc2nc(-c3ccccn3)cs2)cc1
20	0.7	Nc1ccc(S(=O)(=O)Nc2nccc(/C=C/c3cccc(Br)c3)n2)cc1
25	-1.7	FC(F)(F)c1nc(N2CCCC2)ncc1-c1nnnn1-c1ccccc1
92*	-1.6	O=C(Nc1cccc(Cl)c1)Nc1cccc(Cl)c1
14	-0.6	Cc1c(NC(=O)c2cccs2)cccc1C(=O)O
25	0.4	COCc1c(C#N)c(NCCc2ccccc2)nc(C)c1[N+](=O)[O-]
9	0.4	CC(C)CC1NC(=O)N(CC(=O)Nc2ccc3c(c2)OCCO3)C1=O (stereo unspecified)
0	-0.8	COc1ccc(N2CCN(C(=O)c3ccc(CS(=O)Cc4ccc(C)cc4)o3)CC2)cc1 (stereo unspecified)
22	0.0	CCOC(=O)N1CCC(NC(=O)CSCc2nc(-c3ccccc3Cl)oc2C)CC1
14	-0.7	CCCCCCCCCc1nc2sc3c(c2c(=O)n1NC(=O)c1ccc([N+](=O)[O-])cc1)CC(C)(C)OC3
21	-0.1	Cc1ccc(S(=O)(=O)NNC(=O)c2ccc3ccccc3n2)cc1
4	-0.7	Cc1[nH][nH]c(=O)c1C=NCc1ccc(Cl)cc1
4	-0.5	NNC(=O)COc1ccc(-c2n[nH]c(C(F)(F)F)c2-c2ccc(Br)cc2)c(O)c1
43	0.0	Clc1ccc(CNc2nnnn2-c2ccccc2)c(Cl)c1
7	0.2	COc1ccc(C(=O)OCC(=O)Nc2ccc3[nH]c(=O)[nH]c3c2)cc1
14	-1.7	COCc1cc(Sc2ccc(Br)cc2)nc(-c2ccccc2)n1
8	-1.7	COc1ccc(NC(=O)CSC2=NC(=O)CC(C)=N2)cc1
20	-0.3	Cc1ccc(S(=O)(=O)NCCC(=O)OCC(=O)N(Cc2ccccc2)C(C)(C)C)cc1C
7	-1.5	CC(C)(C)CC(=O)Nc1cc(S(=O)(=O)N2CCCCCC2)ccc1Cl
7	0.0	CCCS(=O)(=O)c1nc(S(=O)(=O)c2ccc(C)cc2)c(N2CCCC(C)C2)s1 (stereo unspecified)
2	-1.2	CN(Cc1c(F)cccc1Cl)C(=O)C1=CC=CN2CCS(=O)(=O)N=C12
2	nt	COc1cc(OC)c2c(c1)OC(=O)CC2c1ccc(C)cc1 (stereo unspecified)
8	0.4	CC(=O)OC1=C(O)C(=O)c2ccccc2C1=O
6	nt	N#Cc1ccc(S(=O)(=O)NC[C@H]2O[C@@H](n3cnc4c(N)ncnc43)[C@H](O)[C@@H]2O)cc1
28	0.3	O=C(NCc1ccccc1F)C(=O)NCC1OCCCN1S(=O)(=O)c1cccs1 (stereo unspecified)
7	1.8	O=C(Nc1ccccc1)c1ccccc1N=Cc1ccccc1O

# Following part
OX1R FRET antag	STK33 inh	mol
15	4.8	Cc1onc(-c2ccccc2Cl)c1C(=O)Nc1nc2c(s1)CCCC2
149*	0.7	CCc1cc[n+](C2=C([O-])c3ccccc3C(=O)/C2=N\S(=O)(=O)c2cccs2)cc1
19	0.7	C[n+]1ccc(C(=O)NCc2ccccc2)cc1
13	nt	CC(=O)c1ccc(S(=O)(=O)N2CCN(C(=O)CSC(=S)N3CCCC3)CC2)cc1
13	-1.6	OCCC1CN(CC#Cc2ccccc2)CCN1C1CCCC1 (stereo unspecified)
5	nt	CCc1ccc(-c2nnn(CC(=O)N(C3CCCC3)C3CCS(=O)(=O)C3)n2)cc1 (stereo unspecified)
-3	-16	OC(COc1ccc(Br)cc1)CN1CCN(c2ccccc2)CC1 (stereo unspecified)
18	-0.7	O=C(Nc1cccc(-c2csc(Nc3ccc(Cl)cc3)n2)c1)c1ccccc1
20	1.3	Cc1cccc(CSc2nnc(N)n2-c2ccccc2)c1
17	-0.8	Cc1ccc(N(C(=O)CNC(=O)c2ccco2)C(C(=O)NCC2CCCO2)c2ccccc2)c(C)c1 (stereo unspecified)
12	-2.6	O=C(CCl)NNc1cccc(Cl)n1
13	-1.7	CCOc1ncccc1C(=O)Nc1ccc(OC)c(S(=O)(=O)N2CCCCC2)c1
7	nt	COCc1ccc(CN2CCC(N3CCC(C(=O)N4CCCC4)CC3)CC2)o1
10	0.8	Cc1ccc(CNC(=O)c2c(-c3ccccc3)sc3ccccc23)o1
4	-0.4	CC(C)n1nnnc1SCC(=O)Nc1ccc2c(c1)OCO2
7	-2.7	Cc1ccc(S(=O)(=O)/N=C/c2ccc(N(C)C)cc2)cc1
1	-2.8	CC1CCCCN1C(=O)CSc1nc(N)cc(=O)[nH]1 (stereo unspecified)

# Five structures from above, ordered by heavy-atom count, ascending:
OX1R FRET antag	STK33 inh	mol
1	-2.8	CC1CCCCN1C(=O)CSc1nc(N)cc(=O)[nH]1 (stereo unspecified)
20	1.3	Cc1cccc(CSc2nnc(N)n2-c2ccccc2)c1
4	-0.4	CC(C)n1nnnc1SCC(=O)Nc1ccc2c(c1)OCO2
18	-0.7	O=C(Nc1cccc(-c2csc(Nc3ccc(Cl)cc3)n2)c1)c1ccccc1
149*	0.7	CCc1cc[n+](C2=C([O-])c3ccccc3C(=O)/C2=N\S(=O)(=O)c2cccs2)cc1

# This is a random part of the collection; 1.8% or so of the library scored in one or more.
